ELG1 genotoxic: induces genotoxicity in HEK293T cells with luciferase-tagged ELG1; HEK293T ELG1-luciferase reporter, luminescence, 16 h; Potency, µM (series often up to 46 µM), inactives show top-dose activity change, positive = activation, most hits filed as activators; 330,000 compounds, 1.3% hits; AID 504466; further: potency means the concentration at half of the fitted maximal effect; % of control where 0% means no effect; nearly all actives have a fitted effect of over 60% in size
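DMSO vehicle served as control against compound-treated ELG1-luciferase HEK293T cells; exposure lasted 16 hr at 37 °C and 5% CO2, followed by ONE-Glo luminescence detection after 30 min.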
Gal4-VP16 FLuc: counter-screen for ROR gamma inhibitors: Gal4-VP16 reporter | Drosophila S2 Gal4-VP16 UAS-luciferase, luminescence, 20 h | Potency, µM (series often up to 53.6 µM), without a hit: at the top dose activity, negative = inhibition, most hits filed as inhibitors | 310,000 compounds, 3.5% hits | AID 2546;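 further: Gal4-VP16 expression switched on by copper sulfate through the metallothionein promoter; potency means the concentration at half of the fitted maximal effect; on the % scale 0 is the no-effect control and ±100 the full control effect; nearly all actives have a fitted effect of over 50% in size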
Giardia killer: kills Giardia lamblia; Giardia lamblia trophozoite viability; activity change, % at 7.66 µM, hits read low; 340,000 compounds, 0.15% hits; in the data active means activity change below about -80%; inconclusive means between about -30% and that limit;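 further: parasites exposed to compound for two days anaerobically before the ATP read; on the % scale 0 is the no-effect control and ±100 the full control effect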
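Luminescent ATP signal served as the viability read-out, measured 15-30 min after adding ATP detection reagent to trophozoites that had been incubated with compounds for 48 hrs at 37 deg C anaerobically at 100 cells/well.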
FLuc modulator: counter-screen for miR-21 project: firefly luciferase inhibitors or activators. P08659. Potency, µM (doses to about 57.5 µM), inactives show at the highest dose activity change, negative = inhibition, actives largely listed as inhibitors. 360,000 compounds, 6.9% hits. purified FLuc, Km substrates, luminescence inhibition;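 further: potency means the concentration at half of the fitted maximal effect; plate controls were vehicle for no effect and reference inhibitor for full effect; nearly all actives have a fitted effect of over 55% in size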
Target sequence (P08659 whole entry, looked up): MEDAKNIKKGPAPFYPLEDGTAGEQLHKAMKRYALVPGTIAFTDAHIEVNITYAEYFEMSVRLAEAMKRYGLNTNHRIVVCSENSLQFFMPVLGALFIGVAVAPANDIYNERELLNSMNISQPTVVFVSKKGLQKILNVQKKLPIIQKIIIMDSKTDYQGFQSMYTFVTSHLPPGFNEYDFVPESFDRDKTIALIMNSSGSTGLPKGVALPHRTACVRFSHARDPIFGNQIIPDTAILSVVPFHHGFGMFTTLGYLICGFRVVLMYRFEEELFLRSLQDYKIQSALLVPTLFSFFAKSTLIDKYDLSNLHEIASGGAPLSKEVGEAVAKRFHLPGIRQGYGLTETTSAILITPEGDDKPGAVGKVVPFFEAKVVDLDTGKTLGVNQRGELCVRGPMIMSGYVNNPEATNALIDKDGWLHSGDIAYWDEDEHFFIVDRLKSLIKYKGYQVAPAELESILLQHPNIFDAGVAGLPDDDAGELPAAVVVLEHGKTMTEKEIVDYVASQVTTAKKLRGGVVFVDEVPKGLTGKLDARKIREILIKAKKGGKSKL
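Biochemical qHTS of compounds, final roughly 60 µM downward over six points, against 10 nM purified firefly luciferase using Km concentrations of substrates (10 uM D-luciferin, 10 uM ATP) in Tris acetate pH 7.5 buffer; luminescence output.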
NPC1 prom act: NPC1 promoter activation. Huh7 NPC1 promoter luciferase reporter, 24 h. Potency, µM (doses to about 9.22 µM), without a hit: at the highest dose activation, actives largely listed as activators. 320,000 compounds, 2.4% hits;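 further: potency means the concentration at half of the fitted maximal effect; % of control where 0% means no effect; nearly all actives have a fitted effect of over 60% in size; reporter is driven by a mutant NPC1 promoter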
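Luminescence from an NPC1 promoter-driven luciferase reporter in stably transfected Huh7 cells was measured after 24 h compound treatment at 37 °C, followed by 10 min ambient incubation with luciferase detection reagent.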
uPA generation: blocks generation of uPA at the cell surface. cell surface uPA generation assay, qHTS. Potency, µM (titrated, usually from 38.3 µM), for the others: at the highest dose activity change, negative = inhibition, hits mostly inhibitors. 330,000 compounds, 0.31% hits. AID 540303; active means well fitted inhibition curve with a large enough effect; inconclusive means small, poorly fitted or top-dose-only effect; inactive means no such curve, though single readings can be large or run the other way; tested in mouse RAW 264.7 cells; further: potency means the concentration at half of the fitted maximal effect; on the % scale 0 is the no-effect control and ±100 the full control effect; nearly all actives have a fitted effect of over 55% in size
Rab9 promoter act: activates the Rab9 promoter | Huh7 Rab9 promoter-luciferase reporter, luminescence, 24 h | Potency, µM (doses to about 9.22 µM), inactives show at the highest dose activation, negative = inhibition, hits mostly activators | 320,000 compounds, 2.8% hits | AID 485297; further: potency means the concentration at half of the fitted maximal effect; % of control where 0% means no effect; nearly all actives have a fitted effect of over 60% in size
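Huh7 reporter line, Rab9 promoter upstream of luciferase. Compound exposure 24 h at 37 °C in reduced-serum medium with 10% FBS. Read-out: luminescence.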
FBPA coupling cs: coupling enzyme interference in Giardia aldolase counter-screen. coupling enzyme system counterscreen, AmpLite Red fluorescence. activity change, negative = inhibition, % at 58.2 µM, hits read low. 290,000 compounds, 0.67% hits; in the data active means activity change below about -30%; further: on the % scale 0 is the no-effect control and ±100 the full control effect
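Final compound at 57.5 uM, incubated 10 min at RT with coupling enzyme reagent (glyceraldehyde-3-phosphate), then 20 min with substrate and AmpLite Red detection. Fluorescence read at 525/598 nm; tests interference with the coupling assay, not aldolase inhibition.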
Tb PFK inh: blocks T. brucei phosphofructokinase. Potency, µM (series often up to 57.5 µM), for the others: top-dose activity, negative = inhibition, most hits filed as inhibitors. O15648. T. brucei PFK, ADP-Glo luminescence. 330,000 compounds, 0.17% hits;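 further: potency means the concentration at half of the fitted maximal effect; 0% = uninhibited 1x PFK enzyme wells and -100% = no-enzyme wells; nearly all actives have a fitted effect of over 60% in size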
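Compounds were pin-transferred as a titration series up to 57 uM into substrate buffer (0.5 mM F6P, 0.1 mM ATP, pH 8.0), then 1.25 nM PFK was added and reactions ran 45 min before ADP-Glo detection.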
RORgamma inh: blocks mouse ROR gamma transcriptional activity; P51450; Drosophila S2 Gal4-RORgamma UAS-luciferase reporter, 20 h; Potency, µM (titrated, usually from 53.6 µM), without a hit: at the highest dose activity change, negative = inhibition, hits mostly inhibitors; 310,000 compounds, 5.4% hits; further: potency means the concentration at half of the fitted maximal effect; on the % scale 0 is the no-effect control and ±100 the full control effect; nearly all actives have a fitted effect of over 60% in size
Target sequence (P51450 whole entry, looked up, the tested form may be a part): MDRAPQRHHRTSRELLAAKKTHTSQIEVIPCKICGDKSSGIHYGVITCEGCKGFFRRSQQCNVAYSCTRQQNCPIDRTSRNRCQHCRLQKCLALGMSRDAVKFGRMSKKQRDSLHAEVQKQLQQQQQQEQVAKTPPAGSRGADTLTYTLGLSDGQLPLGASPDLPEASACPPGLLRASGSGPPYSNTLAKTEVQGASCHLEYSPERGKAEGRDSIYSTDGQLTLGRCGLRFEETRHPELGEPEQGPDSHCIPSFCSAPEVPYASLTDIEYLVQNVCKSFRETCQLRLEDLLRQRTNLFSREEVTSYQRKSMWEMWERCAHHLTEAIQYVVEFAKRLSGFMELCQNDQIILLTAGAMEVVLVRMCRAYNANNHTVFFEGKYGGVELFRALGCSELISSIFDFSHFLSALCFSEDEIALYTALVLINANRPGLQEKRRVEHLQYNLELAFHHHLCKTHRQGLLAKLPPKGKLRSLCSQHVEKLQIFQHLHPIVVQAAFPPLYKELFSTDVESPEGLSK
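Compounds are pin-transferred onto Drosophila Schneider cells expressing a copper-inducible Gal4–ROR gamma transactivation domain fusion. After 1 hr, copper sulfate is added to 700 uM final; luciferase is read 20 hr later.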
KCNH2 3.1 inh: inhibitors of human KCNH2 3.1 potassium channel isoform; U2OS KCNH2 3.1, thallium flux FluxOr; hits give low values; activity change, % (tested at about 1.8 µM); 340,000 compounds, 0.95% hits; AID 720553;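 active means maximum activity change below -70%; inconclusive means maximum activity change from -70% to -50%; inactive means maximum activity change above -50%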;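 further: thallium influx rate constant from kinetic fluorescence after stimulation buffer; on the % scale 0 is the no-effect control and ±100 the full control effect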
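Normalized rate constant (relative to positive and negative DMSO controls) derived from a 2 min kinetic fluorescence read after stimulation; U2OS cells expressing the 3.1 isoform via virus at 1.77 x 10^8 /mL.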
Numbers without * were called inactive; u = inconclusive; x = not tested or not shown; & = joins results of further samples; [ ] = remark or other dose. Unless noted, the call rests on the fitted dose curve; in most records, active means well fitted curve in the direction sought with a large enough effect; inconclusive means small, poorly fitted or top-dose-only effect, or another doubt; inactive means no such curve, though single readings can be large; an effect the other way counts as inactive or inconclusive. Rows were taken by chance. Share with any hit: about 14%.

SMILES	ELG1 genotoxic	Gal4-VP16 FLuc	Giardia killer	FLuc modulator	NPC1 prom act	uPA generation	Rab9 promoter act	FBPA coupling cs	Tb PFK inh	RORgamma inh	KCNH2 3.1 inh
CCn1c(Oc2ccc(F)cc2)nc2c1c(=O)n(C)c(=O)n2C	-21%	-16%	-6	2%	7%	2%	-4%	0	-10%	23%	44
CC1CC(C)(C)NC(=S)N1CCCC(=O)Nc1ccccc1F (stereo not given)	2%	-12%	-6	4%	1%	0%	-3%	1	2%	18µM*	1
O=S(=O)(NCc1ccc(F)cc1)c1ccc(-n2cnnn2)cc1	-3%	3%	21	1%	0%	-1%	-4%	x	-20%	3%	2
O=S(=O)(/N=C(/Nc1ccc(F)cc1F)c1ccccc1)c1ccccc1	2%	6%	-15	-9%	2%	2%	1%	0	10%	41%	-6
O=C(CSc1nnnn1C1CCCC1)Nc1ccccc1N1CCOCC1	-5%	-2%	-5	6%	-7%	4%	-12%	-1	11%	-8%	-3
CSc1nnc(C)c(=O)[nH]1	-3%	-6%	-6	-11%	-1%	x	-2%	-3	0%	-6%	-12
COc1ccc(-c2cnc(OC(C)(C)C)nc2OC(C)(C)C)cc1OC	-5%	4%	9	-2%	1%	8%	-5%	0	1%	13%	1
CCCc1cc(=O)[nH]c(SCC(=O)NCCC2=CCCCC2)n1	1%	-5%	2	-13%	-3%	3%	0%	5	-7%	24%	-4
COCCCNC(=O)CCc1c(C)nc2c(-c3ccc(F)cc3)c(C)nn2c1C	0%	4%	u	1%	-2%	-13%	0%	2	0%	1%	15
Nc1nnc(-c2cc3ccccc3oc2=O)s1	u	x	-19	u	u	-10%	1.6µM*	0	-15%	24%[0.365 µM]	19
Cc1ccc2nc(Nc3nc(C)cc(-c4ccccc4)n3)[nH]c(=O)c2c1	u	-9%	33[activator]	-13%	-5%	-1%	-5%	2	2%	-23%	17
Cc1cc(C[n+]2cc(Br)ccc2N)c2ncccc2c1	-9%	-9%	8	-2%	-11%	-11%	-24%	1	-4%	2%	-21
Cc1ccnc(NS(=O)(=O)c2ccc(NC(=O)C3CCCO3)cc2)n1 (stereo not given)	0%	2%	-4	3%	-4%	9%	-1%	4	1%	-2%	8
CCOC(=O)c1nnc(-c2ccccc2)nc1NC	4%	-10%	-7	-16%	-6%	-1%	-1%	1	1%	12%	-4
O=C(COC(=O)c1cncc(Br)c1)NCCC1=CCCCC1	0%	2%	20	4%	-2%	2%	-4%	-1	-1%	u	4
O=S(=O)(c1ccc(Br)cc1)n1c(Cc2ccccc2)nc2ccccc21	1%	-4%	-8	-11%	-2%	-2%	10%	4	-17%	-6%	0
O=C(CSc1nnc(-c2ccc(C(F)(F)F)cn2)s1)c1ccc(Cl)cc1	0%	-6%	13	-1%	-2%	6%	-3%	4	0%	7%	0
O=C(COc1ccc(Br)cc1Cl)Nn1cnnc1	0%	0%	6	u	-2%	3%	-5%	4	-1%	0%	9
COc1ccc(CC(NC(C)=O)C(=O)NC2CCN(C(=O)Nc3ccc(Cl)cc3)CC2)cc1OC (stereo not given)	-2%	-7%	-3	-2%	1%	3%	8%	1	-2%	-12%	-10
CCn1ncc(Cl)c1C(=O)Nc1ccc2c(c1)CCC2	u	0%	x	u	13%	x	26%	0	1%	26%	x
Cc1nn(CC(=O)OC(C)C(=O)Nc2ccccc2[N+](=O)[O-])c(C)c1[N+](=O)[O-] (stereo not given)	1%	-11%	-17	-1%	4%	3%	0%	4	1%	-19%	7
CCOC(=O)C1CCCN(c2c(NCCc3ccccc3)c(=O)c2=O)C1 (stereo not given)	-3%	0%	15	-1%	3%	1%	0%	1	2%	23%	7
O=c1c2sccc2nc(SCc2cc(=O)n3cc(Cl)ccc3n2)n1Cc1ccccn1	u	8%	3	-3%	u	-1%	3.5µM*	0	-15%	-1%	-17
COc1cccc(NC(=O)Nc2ccc3c(c2)OCO3)c1	u	3%	-21	7.6µM*	2µM*	-16%	1.4µM*	3	-3%	2%	4
CCOc1ccc(CCNC(=O)C2=C(C)C(=O)OC23CCC(C)CC3)cc1OCC (stereo not given)	-12%	-15%	23	2%&1%	0%	-14%	-3%	0	14%	6%	-24
CCOc1cccc(C(=O)Nc2cccc(-c3nc4ncccc4o3)c2C)c1	-11%	-8%	13	-16%	-5%	7%	-7%	5	-8%	-44%	-3
Cc1ccnc(NC(=O)C(Cc2ccccc2)NC(=O)c2ccccc2)c1 (stereo not given)	2%	x	10	1%	-1%	4%	-5%	x	-1%	x	-1
COC(=O)C(O)(CC(=O)Nc1cc(OC)c(OC)c(OC)c1)C(F)(F)F (stereo not given)	1%	-1%	2	2%	-1%	4%	-3%	1	0%	-19%	-8
S=C(NCCN1CCOCC1)Nc1ccc(Cl)c(Cl)c1	-4%	u	-20	-3%	-2%	-4%	-9%	2	-1%	u	9
CCC(C)(C)NC(=O)CN(C(=O)c1snc(C(N)=O)c1N)c1ccc2c(c1)OCCO2	4%	0%	-12	-1%	0%	-7%	-1%	-2	1%	-24%	-8
Cc1ccc(C(=O)N2CCN(c3cc(=O)[nH]nc3-c3ccccc3)CC2)cc1	1%	3%	5	0%	1%	0%	-7%	3	-1%	0%	-7
O=C(COCc1cc(-c2ccc3c(c2)OCO3)on1)N1CCN(c2ccc(F)cc2)CC1	0%	-14%	-24	-20%	-5%	-3%	4%	7	1%	1%	8
CC1CN(S(=O)(=O)c2cc(C(=O)NCc3ccncc3)ccc2Cl)CC(C)O1 (stereo not given)	-2%	x	8	7%	-11%	-4%	-7%	x	u	x	13
O=C(CN1C(=O)c2cccc3cccc(c23)C1=O)N1CCN(Cc2ccc3c(c2)OCO3)CC1	-42%[inhibitor]	-2%[0.365 µM]	-20	0%	6%	7%	-12%	2	5%	18%	6
CC(NC(=S)N1CCOCC1)c1ccccc1 (stereo not given)	3%	1%	5	9%	-5%	2%	-6%	1	-1%	-3%	18
CCc1nnc(NS(=O)(=O)c2ccc(NC(=O)/C=C/c3ccc(OC)cc3OC)cc2)s1	-2%	0%	12	u	-3%	-17%	1%	4	-10%	4%	-1
O=C(/C=C/c1ccccc1[N+](=O)[O-])NCc1cccnc1	-1%	-1%	-5	1%	-2%	-2%	-1%	0	-5%	6%	-6
Cc1ccc(S(=O)(=O)N2CCC(C(=O)Nc3nnc(-c4ccco4)s3)CC2)cc1	-3%	3%	27	1%	-1%	3%	0%	1	1%	19%	-9
CSc1nsc(SC)c1NC(=O)OC1CCCCC1	x	22%	18	3%	x	-1%	x	3	x	-21%	-7
COc1ccc(C(=O)N2CCN(S(=O)(=O)c3ccc(C)cc3)CC2)cc1S(=O)(=O)N1CCOCC1	1%	-4%	3	1%	-1%	-13%	8%	0	4%	4%	5
N#C/C(=N\Nc1cccc(F)c1)C(=N)N1CCCCCC1	u	-1%	8	2.4µM*	0.5µM*	-13%	0.56µM*	0	0%	u	-9
Cc1ccc(S(=O)(=O)N(C)Cc2ccc(C(=O)N/N=C/c3ccc(OC(F)F)cc3)cc2)cc1	-2%	-6%	5	-3%	-3%	4%	-7%	7	2%	-6%	-109*
C/C(=N\NC(=O)c1ccccc1C)c1cccnc1	3%	-2%	-9	u	17%	-16%	29%	0	-15%	-7%	-6
COc1cccc(Cn2cnc3c(sc4nc(C)cc(C)c43)c2=O)c1	9%	3%	-7	5%	-5%	0%	2%	0	-7%	-1%	3
Oc1c(C=C2N=c3ccccc3=N2)sc(=S)n1-c1ccc2ccccc2c1	3%	u	6	-3%	-1%	1%	-8%	-3	1%	10%	5
Cc1ccc(S(=O)(=O)N2CCC(NC(=O)c3ccccc3)CC2)cc1	4%	0%	-16	-2%	3%	2%	-7%	5	-3%	-14%	6
O=S(=O)(c1ccccc1)N1CCN(C(=S)NCc2ccccc2)CC1	1%	-9%	24	1%	-1%	-1%	-6%	3	1%	46%	-5
COc1cc(C(=O)Nc2cccc(NC(=O)c3ccccc3)c2)cc(OC)c1OC	-8%	-1%	10	15µM*	-1%	23%	2%	0	0%	43%	-3
CCOc1ccc(NC(=O)COc2ccc3c(c2)CCC3)cc1OC	-1%	x	-10	-3%	-12%	-10%	0%	x	3%	x	-5
CCOC(=O)c1c(-c2ccccc2)csc1NC(=O)c1ccc(N2C(=O)CCC2=O)cc1	-17%	-4%[0.365 µM]	22	0%	3%	x	-8%	-3	-4%	-14%	-10

Screening data deposited in PubChem BioAssay by National Center for Advancing Translational Sciences (NCATS).
